# High-throughput results: PubChem, several laboratories
# SDO1 yeast rescue: growth rescue of sdo1-depleted yeast, primary screen, S. cerevisiae, bone marrow failure model | AID 817, 2007 | 140,000 compounds, 0.21% hits | S. cerevisiae sdo1-depleted JHY4D growth rescue, OD600 30 h; active compounds read high; pdr5 snq2 efflux-pump mutant strain | z-score at 10 µM;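 active = z-score above 3 at both the 24 hr and the 30 hr optical density reads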;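 also: z-score against mean and SD of all compound wells on the same plate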
# Insulin prom inh: inhibitors of insulin promoter-driven GFP, primary screen, imaging, TRM-6 cells (human fetal islet line), eGFP reporter, cell count | inhibition, % at 2 µM | reporter expression induced with tamoxifen | AID 1273, 2008 | 130,000 compounds, 0.9% hits;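 active = inhibition above the mean plus 3 SD, with well images judged a real hit on visual review, cut at about 60% in these data, passing the limit was not always enough; inconclusive = inhibition over the cutoff but images rejected on review; inactive = inhibition not above the cutoff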
# SDO1 yeast rescue Rescue 24 h: also measured in SDO1 yeast rescue; calls as there; z-score; S. cerevisiae sdo1-depleted JHY4D growth rescue, OD600; measured here: growth rescue at 24 h;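 0 is the plate mean of compound wells and units are plate SD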
# Starred values were filed as active, the others as inactive; ? = inconclusive; / = not tested or not shown; & = joins results of further samples; [ ] = remark or other dose.
# The line under a structure holds: SDO1 yeast rescue Rescue 24 h	Insulin prom inh	SDO1 yeast rescue
COc1cccc(-c2csc3nnc(SCC(=O)c4ccc(NC(C)=O)cc4)n23)c1
→ 1.1	37	-0.02
Cc1onc(-c2ccccc2)c1C(=O)NC(C)C1CCCO1 (stereo not given)
→ 0.61	-31	1
c1csc(Cn2c(-c3cccs3)nc3ccccc32)c1
→ -1.2	0	-1.3
CN(C)c1ccc(CNC2C3CC4CC(C3)CC2C4)cc1 (stereo not given)
→ -0.84	-34	0.02
CCCN(/C=N/c1sc2c(c1C#N)CCCCC2)CCC
→ -0.44	6	-0.94
Cc1c(CNC(=O)c2cnn3c2NC(c2ccccc2)CC3C(F)(F)F)cnn1C (stereo not given)
→ 0.42	?	0.83
COc1cc(NC(=S)NCCCN2CCOCC2)cc(OC)c1
→ 1.4	19	1.6
Cc1cc(C)cc(N(C(=O)c2cccs2)C2C=CS(=O)(=O)C2)c1 (stereo not given)
→ /	56	/
O=C(Nc1ccon1)c1ccc(Br)o1
→ 0.58	-13	1.6
Nc1ccc(N2CCN(c3ccc(Cl)c(Cl)c3)CC2)cc1
→ -1.5	43	-2.2
O=S(=O)(NCc1ccco1)c1cnc(Cl)c(Br)c1
→ -0.54	-39	-0.81
C(=C/c1ccnc2nc(SC/C=C/c3ccccc3)nn12)/c1ccccc1
→ 1.4	-73	0.92
CC(C)(C)c1[nH]nc2c1C(C1C=CCCC1)C(C#N)=C(N)O2 (stereo not given)
→ -0.79	44	-0.4
Cc1cc(C(=O)N/N=C/c2cccnc2)c(C)o1
→ 0.65	-38	1.5
CC1CCN(c2[nH]c(=S)c(C#N)c3c2CCCC3)CC1
→ 0.31	59	1
O=C(Cc1ccccc1)NCc1ccc2c(c1)OCO2
→ 0.02	10	0.76
CC1Cc2nc(SCC(N)=O)n(C)c(=O)c2S1 (stereo not given)
→ -0.86	20	0.3
COc1ccc(CN(C)CC(=O)Nc2cccc(S(N)(=O)=O)c2)c(OC)c1OC
→ /	40	/
CCOC(=O)C(CCCCOc1ccc([N+](=O)[O-])cc1)C(=O)OCC
→ 1	0	0.36
Cc1nc(Nc2cccc(C(C)O)c2)c2nnn(Cc3ccc(F)cc3)c2n1 (stereo not given)
→ /	25	/
COc1cc(/C=C/c2ccc3cccc(OC)c3n2)c(OC(C)=O)c([N+](=O)[O-])c1
→ 1.5	-46	-0.39
Cc1ccc(NCC(=O)N/N=C/c2ccc(OC(=O)c3ccco3)cc2)cc1
→ -1.2	47	-0.82
CN(C)c1ccc(C(=O)OCC(=O)NC2CCCCCC2)cc1
→ /	-11	/
O=C(COC(=O)c1ccco1)NCc1ccccc1Cl
→ /	43	/
O=C(Cc1cccc2ccccc12)Nc1nc2ccccc2[nH]1
→ -1.1	26	-1.4
CCOc1cccc(C(=O)Nc2cccc(-c3nnc(-c4ccccc4)o3)c2)c1
→ -0.91	-27	-1.5
O=C(N/N=C/c1cn(-c2cccs2)nc1-c1ccccc1)c1ccccc1Br
→ 0.24	/	-0.08
CC(C)CNC(=S)N1CCN(C)CC1
→ 0.73	4	1.4
O=C(CN1C(=O)C2CC=CCC2C1=O)NC1=NCCS1 (stereo not given)
→ -0.38	/	-0.22
CC(C)NC(=O)CSc1nnc(-c2ccco2)n1N
→ -0.25	?	0.29
N/C(Cc1ccc(Cl)cc1Cl)=N\OC(=O)Cc1ccccc1
→ -2.1	/	-2.1
C[n+]1c2n(c3ccccc31)N=C(c1cc(C(C)(C)C)c(O)c(C(C)(C)C)c1)CS2
→ /	11	/
N#CCc1ccc(C(=O)c2ccccc2F)s1
→ 0.54	-16	0.86
CC(C)CNC(=O)c1ccccc1NC(=O)CN(c1ccc2c(c1)OCCO2)S(C)(=O)=O
→ 0.99	-71	1.1
CC(=O)c1c(C)[nH]c(C(=O)OCC(=O)Nc2sc3c(c2C#N)CCCC3)c1C
→ 0.16	11	0.03
CN(C)c1ccc(CN(C(=O)COc2ccc(Br)cc2)C2CCS(=O)(=O)C2)cc1 (stereo not given)
→ -1.4	15	-0.7
O=S(=O)(NCC(c1cccnc1)N1CCOCC1)c1ccc(Cl)cc1 (stereo not given)
→ /	-20	/
CCOC(=O)C1CCCN(C(=O)c2ccc([N+](=O)[O-])c(C)c2)C1 (stereo not given)
→ 0.16	-50	1.4
Cc1cccc(OCc2nnc(SCc3nc4cc(C(F)(F)F)ccc4c(=O)[nH]3)o2)c1
→ -0.64	-8	-1.4
Cc1ccccc1OCCN1C(=O)C(=O)c2cccc(C)c21
→ -1.1	/	-0.34
CCCC(=O)c1ccc(N2CCN(C(=O)c3ccc(Br)cc3)CC2)c(F)c1
→ 0.53	/	-0.63
CC(C)c1ccc(/C=N/NC(=O)c2nnn(-c3nonc3N)c2CSC2=NCCS2)cc1
→ -0.95	26	-1.3
O=C(Nc1cc(=O)[nH]c2ncnn12)c1ccc(Cl)cc1Cl
→ -0.4	28	0.28
COc1ccc(NC(=O)CSc2nc3ccccc3c(=O)n2CCNC(C)=O)c(OC)c1
→ 1.9&-1.5	/	1.8&-0.72
Cc1cccc(NC(=S)N/N=C2/CCCCc3ccccc32)c1
→ -1.4	/	-1.4
COc1ccc2c(c1)C(C)CC(C)(C)N2C(=O)CSc1nc2ccccc2s1 (stereo not given)
→ -0.56	/	-1.3
Cc1ccc(-n2c(SCC(=O)NCc3ccco3)nnc2-c2cccnc2)c(C)c1
→ 2.4	-67	0.56[9.6 µM]
Cn1cccc1/C=C1\SC(=O)N(CC(=O)Nc2ccc(Cl)cc2)C1=O
→ -0.75	18	-2
CCOc1cc(C2Nc3cccc4cccc(c34)N2)ccc1O
→ -1.3	18	-0.82
O=C(Nc1cc(C(F)(F)F)ccc1F)C1CCCCC1
→ -1.5	-21	-0.89
CN=C(NC(=O)Nc1c(C)cccc1C)NC(=O)Nc1c(C)cccc1C
→ /	27	/
CN(Cc1ccccc1)c1nc(CN2CCOCC2)nc2scc(-c3ccccc3)c12
→ -0.14	33	-1.6
Cc1nc(CC(=O)N2CCN(S(=O)(=O)c3ccccc3C#N)CC2)cs1
→ 0.41	/	-0.87
CCCCn1nc2cc(C(=O)NCc3ccc(C(F)(F)F)cc3C(F)(F)F)ccc2c1OCC
→ 0.54	/	-0.04
CC(C)Cn1nnc2c(=O)oc3ccccc3c21
→ 0.3	-71	0.84
CC(NC(=O)NCc1cccnc1)(C(F)(F)F)C(F)(F)F
→ 0.29	/	1.4
CSc1nnc(Cn2c(=O)sc3ccccc32)n1C
→ 0.11	/	0.66
COc1ccc(NS(=O)(=O)c2ccc(OCC(=O)N3CCCC3)cc2)cc1
→ -0.5	-70	0.07
Cc1ccccc1NC1C=CS(=O)(=O)C1 (stereo not given)
→ -0.37	50	-0.07
CC(c1ccccc1F)n1cc(C(=O)NCCCn2ccnc2)nn1 (stereo not given)
→ 0.11	54	0.05

# Other structures follow:
# The line under a structure holds: SDO1 yeast rescue Rescue 24 h	Insulin prom inh	SDO1 yeast rescue
CCC(C)(C)n1nnnc1C(c1ccccc1OC)N1CCSCC1 (stereo not given)
→ -0.08	-65	-0.49
O=c1[nH]c(N2CCN(c3ccccc3)CC2)nc2c1CCC2
→ -0.51	-6	-0.09
CCn1c(/C=C/N(C)c2ccccc2)[n+](CC)c2ccc(Cl)cc21
→ 0.66	-7	0.71
COc1ccc(-c2cc3nc(C)c(CCC(=O)NCc4ccco4)c(C)n3n2)c(OC)c1
→ -0.57	-42	-0.18
CCCCn1c(SCC(=O)N2CCOCC2)nnc1-c1ccoc1C
→ 2.3	29	2.2
COc1ccc(N2CCN(Cc3nc4c(c(=O)n(C)c(=O)n4C)n3C(C)C(C)=O)CC2)cc1 (stereo not given)
→ 0.52	62	0.96
Cc1ccc(S(=O)(=O)Nc2nc3ccc(S(C)(=O)=O)cc3s2)cc1
→ -0.89	/	0.95
CCOC(=O)c1c(NC(=O)CSc2nnnn2-c2ccc3c(c2)OCO3)sc(C)c1C
→ -0.35	/	-1.3
Cc1cc(C)n(CCC(=O)N/N=C/c2ccc(O)cc2O)n1
→ 1.4	/	1.7
Cc1nc2ccccc2c2c1C(=O)N(c1ccc(C(=O)O)cc1)C2=O
→ /	33	/
CCOCCCNC(=O)c1c[nH]c2ccc(S(=O)(=O)Nc3cccc(OC)c3)cc2c1=O
→ -1.3	19	-0.66
COc1cc(NC(=O)CN(C)C2CCCCC2)c(C)cc1[N+](=O)[O-]
→ 1	-9	1.4
O=C(NCC1CCCO1)c1ccc2c(=O)n(Cc3cccc(Br)c3)c(=S)[nH]c2c1 (stereo not given)
→ /	17	/
COC(=O)CSc1nnc(CNS(=O)(=O)c2ccc(Cl)cc2)n1C
→ 0.55	3	0.7
CCC(CC)C(=O)NCCc1ccc(OC)c(OC)c1
→ 2	-7	1.7
Cc1ccc(-c2cc(C(F)(F)F)c(C#N)c(SCCC#N)n2)o1
→ 3.4	-162	1.6
CCCc1[nH]nc2c1C(C1CC=CCC1)C(C#N)=C(N)O2 (stereo not given)
→ -0.34	0	0.06
C/C(N)=C(/C#N)C(=O)CSc1nnnn1-c1ccccc1
→ -0.44	-3	-0.61
CC1CCN(C(=O)COC(=O)c2cc3ccccc3cc2O)CC1
→ -1.9	/	-0.88
CC(C)(C)c1ccc(N/N=C(\C#N)S(=O)(=O)C(C)(C)C)cc1
→ /	-27	/
COC(=O)c1ccc(COc2cc(O)c3c(c2)OC(C)(C)CC3=O)cc1
→ -0.68	-175	-1.4
COc1ccc(-n2cnnc2SCC(=O)Nc2cc(S(=O)(=O)N3CCCCC3)ccc2C)cc1
→ -0.2	-33	0.03
CCOC(=O)N1CCC(Nc2c(OCC)c(=O)c2=O)CC1
→ 1.8	/	0.91
COC(=O)c1cc(Cl)c(NS(=O)(=O)c2ccccc2)cc1OC
→ -1	26	-0.85
CC(C)(C)CC(=O)Nc1ccc(Nc2ccccc2)cc1
→ 0.59	-31	0.86
CCN1CCN(c2ccc(NC(=O)c3cccnc3)cc2Cl)CC1
→ -0.34	-50	0.81
O=C(C[n+]1ccccc1)Nc1nc2ccccc2s1
→ 0.5	8	0.79
Cc1cc(N2CCN(C/C=C/c3ccccc3)CC2)n2ncnc2n1
→ -0.37	-62	0.17
Cc1nnc(SCC(=O)Nc2ccc(N(C)C)cc2)n(N)c1=O
→ /	-17	/
CCC(C)NC(=O)Cn1c(=O)n(CCCC(=O)NCc2ccccc2Cl)c(=O)c2ccccc21 (stereo not given)
→ -0.21	-64	-0.34
O=[N+]([O-])c1ccc(Cl)cc1NCCCN1CCOCC1
→ 0.52	11	0.69
COc1ccc(/C=N/Nc2nc(-c3ccc(Cl)cc3)cc(C(F)(F)F)n2)cc1OC
→ -1.3	/	-1.4
N#C/C(=C/c1ccc([N+](=O)[O-])cc1)C(N)=O
→ /	43	/
O=C(c1ccc2c(c1)OCO2)N(Cc1cccs1)C1(C(=O)NC2CCCCC2)CCCCC1
→ -0.41	-57	-1.1
COC1(OC)N=C(NC(=O)Nc2ccccc2)C2(C#N)C(c3ccccc3)C12C#N (stereo not given)
→ 0.66	/	0.42
COC(=O)CC(NS(=O)(=O)c1cccs1)c1ccccc1Cl (stereo not given)
→ -0.17	?	0.11
O=C(COc1cccc2cccnc12)Nc1ccccc1N1CCOCC1
→ /	-64	/
CC/C(=N\NC(=O)CSCc1ccccc1Cl)c1ccc2c(c1)OCCO2
→ -0.04	/	-0.63
CCCOc1ccc(CNC(=S)N/N=C/c2ccc([N+](=O)[O-])cc2)cc1
→ -0.38	43	-0.92
CCCC1=NN2C(=N)/C(=C\c3cc(C)n(-c4cc(C)cc(C)c4)c3C)C(=O)N=C2S1
→ 0.88	3	0.46
c1ccc(CN(Cc2ccco2)C(c2ccncc2)c2nnnn2C2CCCC2)cc1 (stereo not given)
→ -1.1	/	-1.6
Cc1ccc(C(=O)NCCN(C)C)c(C)c1
→ 0.39	-14	0.49
COC(=O)c1cc(NC2c3ccccc3C(=O)N2c2ccc(Cl)cn2)cc(C(=O)OC)c1 (stereo not given)
→ 0.51	/	1.7
CN(C(=O)c1ccccc1C(=O)c1ccccc1)C1CCS(=O)(=O)C1 (stereo not given)
→ 0.29	/	-0.34

# Look-ups from the results shown:
# N#C/C(=C/c1ccc([N+](=O)[O-])cc1)C(N)=O in Insulin prom inh is entered as 43
# COc1ccc(/C=N/Nc2nc(-c3ccc(Cl)cc3)cc(C(F)(F)F)n2)cc1OC in SDO1 yeast rescue Rescue 24 h is entered as -1.3
# CCCOc1ccc(CNC(=S)N/N=C/c2ccc([N+](=O)[O-])cc2)cc1 in SDO1 yeast rescue is entered as -0.92
# c1ccc(CN(Cc2ccco2)C(c2ccncc2)c2nnnn2C2CCCC2)cc1 (stereo not given) in SDO1 yeast rescue Rescue 24 h is entered as -1.1
# O=C(c1ccc2c(c1)OCO2)N(Cc1cccs1)C1(C(=O)NC2CCCCC2)CCCCC1 in SDO1 yeast rescue Rescue 24 h is entered as -0.41

# For convenience, part of the list above.
# The line under a structure holds: SDO1 yeast rescue Rescue 24 h	Insulin prom inh	SDO1 yeast rescue
Cc1cc(N2CCN(C/C=C/c3ccccc3)CC2)n2ncnc2n1
→ -0.37	-62	0.17
Cc1nnc(SCC(=O)Nc2ccc(N(C)C)cc2)n(N)c1=O
→ /	-17	/
CCC(C)NC(=O)Cn1c(=O)n(CCCC(=O)NCc2ccccc2Cl)c(=O)c2ccccc21 (stereo not given)
→ -0.21	-64	-0.34
O=[N+]([O-])c1ccc(Cl)cc1NCCCN1CCOCC1
→ 0.52	11	0.69
COc1ccc(/C=N/Nc2nc(-c3ccc(Cl)cc3)cc(C(F)(F)F)n2)cc1OC
→ -1.3	/	-1.4
N#C/C(=C/c1ccc([N+](=O)[O-])cc1)C(N)=O
→ /	43	/
O=C(c1ccc2c(c1)OCO2)N(Cc1cccs1)C1(C(=O)NC2CCCCC2)CCCCC1
→ -0.41	-57	-1.1
